# Bioassay records: PubChem BioAssay, several laboratories
# Dynein cargo inh: inhibitors of GR-EGFP nuclear translocation, primary screen, dynein cargo transport inhibitor project, imaging, high-content, 3617.4 mouse cells. test concentration mostly 20 µM; stimulated with dexamethasone, 1 µM; active compounds read low. z-score, hits read low. actives 0.47% (n = 220,000). AID 1381, 2008;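 active = plate z-score of nuclear minus cytoplasmic receptor signal below a set negative limit, without overly bright fluorescence or cell loss, cut at about -3.5 in these data, passing the limit was not always enough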;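 note: z-score of nuclear minus cytoplasmic ring GR-EGFP intensity difference per well; some compounds called inactive have numbers as strong as hits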
#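 Also added – dexamethasone, 1.0 µM final · Buffer or medium – tet-free, stripped-serum medium · Schedule – induction 48 h, compound 1 h, agonist 30 min · Detection – formaldehyde fixation, Hoechst nuclear stain, 10x automated fluorescence imaging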
# Autophagy HCS: autophagy modulators in MEF cells, primary screen, imaging, high-content, MEF GFP-LC3; MEF GFP-LC3 puncta imaging; test concentration mostly 10 µM; calls only at 10 µM (by protocol); actives 0.98% (n = 190,000); AID 463193, 2010;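 active = percentage of spot-positive cells more than 3 SD above its plate mean, without a fluorescence outlier flag or 80% toxicity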;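 note: spot-positive cell cutoff set from DMSO-treated cells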
# PMI inhibition: human PMI inhibitors, high substrate, primary screen, biochemical, fluorescence intensity, high mannose 6-phosphate (AID 1220); Mannose-6-phosphate isomerase (Homo sapiens); recombinant PMI enzyme, coupled fluorescence intensity; higher % means a stronger effect; actives 0.66% (n = 190,000); inhibition, % at 20 µM, or IC50 in µM where a hit was titrated
# MT stabilizer: microtubule stabilizers in HeLa cells, primary screen, imaging, high-content imaging. HeLa tubulin immunostaining HCS, 24 h; share of cells brighter than vehicle mean+2SD. % tubulin-high responders, % at 10 µM. actives 0.83% (n = 200,000);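 active = plate Z-score above 3 for both tubulin-high and condensed-nucleus cell shares, with cell loss under 80%, at 10 µM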;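 note: anti alpha tubulin signal scored within the nucleus-defined area of each cell; some results filed as inactive read as strong as hits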
# b-catenin transl: modulators of beta-catenin nuclear translocation, primary screen, imaging, HeLa cells, immunofluorescence, high-content; nuclear translocation activity, % at 5 µM; actives 0.3% (n = 190,000);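 active = nuclear translocation activity above 50% at 5 µM, with a well cell count of 50 or more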;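 note: per-cell ratio of nuclear to cytoplasmic median beta-catenin stain intensity; plate controls were DMSO negative control for no effect and GSK-3 inhibitor IX positive control for full effect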
#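 Signal – beta-catenin immunofluorescence imaging with DAPI · Test system – human HeLa cell line · Dosing – 5 µM primary single dose, 0.1% DMSO, 0.02–20 µM confirmation series · Measure – % activation, nuclear-to-cytoplasmic median beta-catenin signal ratio per cell · Incubation – 24 h compound exposure at 37°C, 5% CO2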
# Yfh1-off respiration: enhancers of respiration in Yfh1-depleted yeast, dose response, Friedreich's ataxia, plus single-dose screen (AID 1465); one-dose fold induction at 50 µM; EC50 in µM for titrated hits; actives 0.074% (n = 220,000); S. cerevisiae Yfh1-off respiration, WST-1 reduction, 72 h; higher fold induction means a stronger effect;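 active = fold induction of absorbance versus untreated yeast above a set limit, then at least 30% activation at any dose in follow-up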;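 note: activators that raise dye reduction in frataxin-depleted yeast; strong numbers were not always called active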
# Insulin prom up: insulin promoter activators in MIN6 cells, imaging, high-content screening, mouse beta cells. MIN6 insulin promoter-GFP reporter; active compounds read high. z-score at 5 µM. actives 0.3% (n = 190,000). AID 1625, 2009;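 active = z-score above 3 at 5 µM with at least 500 cells counted in the well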
# human PMI inhibition: inhibitors of human PMI, primary screen, biochemical, fluorescence intensity, coupled assay (AID 1209). one-dose inhibition, % at 20 µM; IC50 in µM for titrated hits. purified PMI enzyme, coupled fluorescence intensity; higher % means a stronger effect. actives 0.42% (n = 190,000);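 note: plate controls were DMSO vehicle for no effect and wells lacking substrate for full effect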
# WT yeast gro inh: growth inhibition of WT strain, primary screen, mitochondrial fusion inhibitor project, WT and mutant strains, chemical genetic | actives 2.1% (n = 190,000) | inhibition, % at 10 µM | mitochondrial fusion phenotypic screen; in the data active = inhibition above about 58%; tested in S. cerevisiae
# WT yeast gro inh mutant strain: further read-out of WT yeast gro inh, marked with its call; inhibition, %; mitochondrial fusion phenotypic screen, mutant strain inhibition
# Dynein cargo inh cytoplasmic EGFP: also measured in Dynein cargo inh; calls as there; z-score; measured here: cytoplasmic GR-EGFP intensity; active compounds read high
# Dynein cargo inh nuclear GR-EGFP: second read-out of Dynein cargo inh, no call of its own (marks repeat the call); z-score; measured here: nuclear GR-EGFP intensity;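 lower value marks the stronger effect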
# Dynein cargo inh cell count: also measured in Dynein cargo inh; calls as there; z-score; measured here: cell count per field
# Insulin prom up cell count: also measured in Insulin prom up; calls as there; cell count; measured here: cytotoxicity, nuclei count;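 total cells summed across four imaged fields per well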
# b-catenin transl cell count 5 µM: second read-out of b-catenin transl, no call of its own (marks repeat the call); cell count; measured here: cell count, cytotoxicity flag
# MT stabilizer Hoechst-high %: recorded beside MT stabilizer, whose call it bears; % Hoechst-high responders; measured here: nuclear condensation Hoechst responders;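 share of cells brighter than vehicle mean plus two SD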
# MT stabilizer cytotoxicity %: recorded beside MT stabilizer, whose call it bears; toxicity, %; measured here: cytotoxicity by cell density;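 0% = mean cell density of plate MIN control wells and 100% = no cells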
# Autophagy HCS cell loss 18 h: also measured in Autophagy HCS; calls as there; toxicity, %; measured here: cell loss, nuclei count;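 cell loss after 18 h compound exposure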
# An asterisk follows results filed as active; i = inactive; / = not tested or not shown; + = active, no number; & = joins results of further samples. Cut-off read from the data, not from the text of the source, unless noted: active = inhibition above about 50%; inactive = the rest.
SMILES,Dynein cargo inh,Dynein cargo inh cytoplasmic EGFP,Dynein cargo inh nuclear GR-EGFP,Dynein cargo inh cell count,Autophagy HCS,Autophagy HCS cell loss 18 h,PMI inhibition,MT stabilizer,MT stabilizer Hoechst-high %,MT stabilizer cytotoxicity %,b-catenin transl,b-catenin transl cell count 5 µM,Yfh1-off respiration,Insulin prom up,Insulin prom up cell count,human PMI inhibition,WT yeast gro inh,WT yeast gro inh mutant strain
O=C(COC(=O)Cc1ccsc1)Nc1ccc(Cl)c(S(=O)(=O)N2CCOCC2)c1,-0.27,-0.12,-0.093,0.67,i,-3,6%,4.6,2.7,12,0.8,928,i,-0.01,1200,8%,-8,8
Cc1ccc(NC2=C(Cl)C(=O)OC2NC(=O)c2ccccc2)cc1 (stereo unspecified),-0.61,-0.25,-0.37,0.42,i,0,-14%,3.3,2.6,2.7,-0.6,1196,i,/,/,-18%,-12,5
COc1ccc(CCNC(=O)CSc2ccsc2[N+](=O)[O-])cc1OC,-0.05,-0.22,0.15,-0.14,i,0,1%,4.7,1.9,5.4,-0.9,1102,i,-0.64,1180,-4%,-15,3
O=C(c1ccc(NS(=O)(=O)c2ccc3c(c2)OCCO3)cc1)N1CCCCC1,1.7,-0.084,0.73,-2.6,/,/,/,/,/,/,0.6,1265,i,-0.39,1080,/,/,/
N#C/C(=N\O)c1nc(-c2ccccc2)cs1,0.023&0.68,-0.27&-0.21,0.5&-0.66,-0.092&-0.46,i,-29&7,-3%&6%,2.8&2.4,2.7&2.4,10&1.4,-9.0&1.5,1043&1358,i,1,1498,2%&4%,2&-7,-3&32
COc1ccc(Cl)cc1N(CC(=O)N1CCCCC1)S(C)(=O)=O,0.65,-0.16,0.5,-1,i,2,7%,1.5,1.7,3.2,-0.2,1025,i,/,/,12%,12,0
CCCCC(=O)Nc1ccc(NC(=O)c2cc(OC)c(OC)c(OC)c2)cn1,-0.5,-0.32,-0.19,0.26,i,2,3%,3.5,3.1,5.6,-3.1,957,i,0.91,1228,0%,-63,-4
CCC(C)NC(=O)CC(NS(=O)(=O)c1ccc(NC(C)=O)cc1)C(C)C (stereo unspecified),0.0028,-0.089,0.32,-0.84,i,-19,-11%,1.4,0.6,4.4,-0.4,1101,i,0.14,1332,-7%,6,-5
Cc1ccc(S(=O)(=O)N2c3ccc(S(N)(=O)=O)cc3CC2C)cc1 (stereo unspecified),-0.31,-0.22,0.73,0.2,i,34,-2%,2.4,3.1,7.2,-5.0,625,i,0.35,1206,0%,0,-15
Cc1cc(NC(=O)CN2C(=O)/C(=C/c3cccc(Br)c3)SC2=S)no1,-0.7,0.44,-0.26,0.15,i,-15,-10%,4.7,1.5,4.4,0.0,1101,i,-0.19,1234,-6%,5,-22
CC(C)CN(C(=O)COC(=O)CCc1c[nH]c2ccccc12)C1CCS(=O)(=O)C1 (stereo unspecified),-0.31,-0.2,-0.026,-0.024,i,-3,-22%,1.7,1.9,7.4,1.1,1167,i,1,1309,-9%,5,-13
O=C(CC1CCCCC1)N1CCCC(c2nc(-c3ccc(S(=O)(=O)N4CCCC4)cc3)no2)C1 (stereo unspecified),0.65,-0.22,1.2,-0.32,i,30,3%,1.5,1.7,7.7,/,/,i,0.13,763,8%,38,16
S=c1[nH]nc(-c2cccnc2)n1-c1ccc2c(c1)OCCO2,-0.97,-0.19,-0.24,1.1,i,6,-3%,1.8,1.9,4.8,1.1,949,i,0,1634,0%,-14,3
Cc1ccc(S(=O)(=O)/N=C(\CN2CCCCC2)N2CCOCC2)cc1,-1.4,-0.099,-0.76,0.33,i,5,-4%,2.6,1.8,10.0,-5.5,958,i,0.6,1228,-8%,7,0
Cc1ccc(C(=O)CSc2nccn2-c2ccccc2)cc1,0.32,-0.21,-0.6,0.5,i,-1,2%,3.0,1.7,7.0,/,/,i,/,/,-2%,15,32
CCOc1c(Br)cc(CNc2ccc(N3CCN(C(C)=O)CC3)cc2)cc1OC,1.8,-0.55,1.2,-1.5,/,/,/,/,/,/,1.1,1270,i,-1.5,987,/,/,/
O=C1CCC(C(=O)O)(c2ccccc2)C1 (stereo unspecified),-0.11,-0.21,0.079,-0.23,i,-13,-4%,2.2,2.2,11,-1.2,1111,i,-0.38,1150,5%,0,-16
O=C(COc1cccnc1[N+](=O)[O-])NCCc1ccccc1,-0.18,-0.3,-0.44,-0.17,i,-12,-2%,2.5,3.0,8.9,-0.7,1183,i,-0.1,1344,-12%,-4,-8
COCCOC(=O)C1=C(C)Nc2nc(C)nn2C1c1ccccc1 (stereo unspecified),3.5,-0.07,1.7,-1.9,i,-4,-2%,1.6,1.8,9.4,-2.6,1017,i,/,/,6%,-12,-9
Cc1sc2ncnc(NCC(c3ccco3)N3CCCC3)c2c1C (stereo unspecified),0.37,-0.2,0.38,0.13,i,0,16%,2.8,1.3,0.1,-0.2,1506,i,-0.82,704,12%,-10,-13
O=C(CSc1nc2ccccc2c(=O)n1CCCN1CCOCC1)c1c[nH]c2ccccc12,0.92,-0.31,0.51,-0.13,+,3.8*,1%,4.4,1.2,11,1.0,1488,i,/,/,11%,-10,-8
NC1=NC(=Nc2ccc(S(=O)(=O)N3CCOCC3)cc2)c2ccccc21,0.078,-0.59,-0.073,-1.3,/,/,/,/,/,/,-0.2,1354,i,0.46,951,/,/,/
O=C(CCNS(=O)(=O)c1ccc(Br)s1)NCc1ccccc1,-1,-0.37,-0.25,0.82,i,3,6%,2.1,1.8,1.4,-0.5,1071,i,0.98,1194,11%,6,0
O=C(Nn1c(-c2ccc(Br)cc2)nc2ccccc2c1=O)c1cccnc1,1.4,-0.17,0.9,-0.83,i,-10,-8%,3.6,2.9,0.0,-1.2,1148,i,-0.37,1197,-11%,17,-15
O=C(CSc1nccc(=O)[nH]1)Nc1ccc(F)c([N+](=O)[O-])c1,-0.049,-0.3,-0.36,-0.56,i,6,7%,3.1,3.5,6.9,/,/,i,0.44,1147,4%,10,6
O=C(NN1C(=O)C2C3c4ccccc4C(c4ccccc43)[C@@H]2C1=O)c1ccccc1 (stereo partly specified),0.055,-0.28,-0.23,0.26,i,-12,3%,2.2,2.4,3.1,-1.1,1062,i,0.12,1581,2%,-19,-9
O=C(CN1CCN(c2ccc(Cl)cc2[N+](=O)[O-])CC1)N1CCOCC1,-0.42,-0.18,0.44,-0.2,/,/,/,/,/,/,-1.3,1294,i,0.3,1027,/,/,/
CCC(=O)N1CCN(c2ccc(NC(=O)c3ccc([N+](=O)[O-])o3)cc2)CC1,-4*,1.2*,-1.7*,-0.28*,i,-1,15%,5.5,2.7,14,7.8,786,i,0.2,1518,12%,19,15
CC(=O)N=C1SC2CS(=O)(=O)CC2N1c1c(Cl)cccc1Cl (stereo unspecified),0.79,-0.33,1.1,-0.93,i,19,-9%,2.9,2.2,14,-1.5,1184,i,1.1,1063,-2%,8,1
C=C(C)CNC(=S)NNC(=O)c1ccncc1,-0.94,-0.37,-0.57,0.51,i,5,-6%,5.4,1.1,4.7,-2.1,1127,i,0.66,1683,-9%,-15,10
CCc1nnc(NC(=O)C2CCCN(S(=O)(=O)c3ccc(OC)cc3)C2)s1 (stereo unspecified),0.036,0.061,-0.059,0.12,i,27,/,2.1,2.1,8.1,0.8,1503,i,0.42,1478,/,-21,2
c1ccc(-c2csc(Nc3ccc4c(c3)OCCO4)n2)cc1,0.68,-0.39,0.35,-0.26,i,-17,-4%,1.7,0.7,4.9,3.4,1253,i,-0.16,1328,12%,10,7
Cc1oc(-c2cccs2)nc1CSCC(=O)NC1CC1,-0.32,-0.13,0.69,0.19,i,0,3%,2.6,1.8,8.2,-0.8,1417,i,-0.51,1376,0%,-6,-3
CN(C)CCCNC(=O)CCc1ncc(C(F)(F)F)cc1Cl,-0.43,-0.17,-0.21,0.44,i,-13,4%,2.3,1.5,3.5,1.6,1087,i,-0.86,1281,-7%,0,-8
Cc1noc(N)c1C(=O)Nc1ccccc1F,-0.26,-0.2,-0.26,0.97,i,-1,-5%,3.2,1.8,8.4,-1.5,821,i,-0.65,1536,-4%,-9,4
COc1cc(NS(=O)(=O)c2ccc(NC(=O)c3ccco3)cc2)nc(OC)n1,0.22,-0.097,0.063,0.78,i,-6,10%,3.5,2.7,4.9,1.4,1067,i,-0.21,1772,6%,-13,-1
Cc1ccccc1C(=O)Nc1nc2n(n1)C(c1ccccc1)CC(=O)N2 (stereo unspecified),-1.4,-0.016,-0.6,0.8,i,-4,2%,1.6,1.3,5.5,-0.5,1208,i,-0.59,908,-2%,5,5
